# Pol beta inh – DNA polymerase beta (human) inhibition; P06746; Potency, µM (highest dose often 114 µM), for inactives: at the highest dose activity change, negative = inhibition, most hits filed as inhibitors; actives 1.3% (n = 340,000); Pol beta primer extension/strand displacement, fluorescence kinetic; also: % is scaled to controls: 0 for no effect and ±100 for the full control effect
#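 Homogeneous kinetic assay of primer extension and strand displacement by 10 nM Pol beta, preincubated 15 min at room temperature with compound before 50 nM substrate (final) was added. Read at 0 and 10 min; four-parameter Hill fit.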
# Pol iota inh – blocks human DNA polymerase iota activity. Pol iota fluorescent replication assay, 10 min. Potency, µM (series often up to 115 µM), for inactives: at the highest dose activity, negative = inhibition, hits mostly inhibitors. actives 1% (n = 390,000). AID 588590
#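 Pol iota at 10 nM preincubated 15 min with compounds at room temperature; reaction started with fluorescent substrate, 50 nM final. Fluorescence read kinetically at 0 and 10 min; buffer-only wells as negative control.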
# BLM inh – inhibitors of human Bloom syndrome helicase BLM; P54132; recombinant BLM DNA unwinding, fluorescence dequenching; Potency, µM (titrated, usually from 56.1 µM), inactives show at the highest dose activity change, negative = inhibition, hits mostly inhibitors; actives 0.2% (n = 350,000);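 also: plate controls were vehicle for no effect and no enzyme for full effect; nearly all actives have a fitted effect of over 35% in size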
# BAZ2B block – BAZ2B (human) inhibition. actives 4.4% (n = 360,000). AlphaScreen BAZ2B-H3K14Ac peptide displacement. Potency, µM (top dose mostly 114 µM), inactives show at the highest dose activity change, negative = inhibition, hits mostly inhibitors. Q9UIF8; also: % is scaled to controls: 0 for no effect and ±100 for the full control effect; nearly all actives have a fitted effect of over 60% in size
#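 AlphaScreen luminescence quantifies BAZ2B engagement of H3K14Ac peptide; the protein and biotinylated peptide are both at 50 nM final, buffer PBS pH 7.4 with 0.01% Tween-20, all steps at room temperature.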
# G9a block – inhibitors of human histone lysine methyltransferase G9a; Q96KQ7; Potency, µM (doses to about 102 µM), for inactives: top-dose activity, negative = inhibition, usual class: inhibitors; AID 504332; G9a H3K9 monomethylation, AlphaScreen, 2 h; actives 8.8% (n = 350,000); also: % is scaled to controls: 0 for no effect and ±100 for the full control effect; nearly all actives have a fitted effect of over 75% in size
#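 Quantitative HTS format: methyltransferase activity on a biotin-tagged H3K9 peptide is measured by AlphaScreen, using a rabbit anti-monomethyl-H3K9 antibody with streptavidin donor and anti-IgG acceptor beads. Final levels are 20 nM enzyme, 500 nM peptide, 20 uM SAM; 2 h RT.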
# Pol eta inh – inhibitors of human DNA polymerase eta; Q9Y253; recombinant Pol eta, fluorescent DNA replication assay; Potency, µM (highest dose often 114 µM), inactives show at the highest dose activity change, negative = inhibition, hits mostly inhibitors; actives 1.2% (n = 390,000); also: % is scaled to controls: 0 for no effect and ±100 for the full control effect
# Target sequence (Q9Y253 whole entry, looked up): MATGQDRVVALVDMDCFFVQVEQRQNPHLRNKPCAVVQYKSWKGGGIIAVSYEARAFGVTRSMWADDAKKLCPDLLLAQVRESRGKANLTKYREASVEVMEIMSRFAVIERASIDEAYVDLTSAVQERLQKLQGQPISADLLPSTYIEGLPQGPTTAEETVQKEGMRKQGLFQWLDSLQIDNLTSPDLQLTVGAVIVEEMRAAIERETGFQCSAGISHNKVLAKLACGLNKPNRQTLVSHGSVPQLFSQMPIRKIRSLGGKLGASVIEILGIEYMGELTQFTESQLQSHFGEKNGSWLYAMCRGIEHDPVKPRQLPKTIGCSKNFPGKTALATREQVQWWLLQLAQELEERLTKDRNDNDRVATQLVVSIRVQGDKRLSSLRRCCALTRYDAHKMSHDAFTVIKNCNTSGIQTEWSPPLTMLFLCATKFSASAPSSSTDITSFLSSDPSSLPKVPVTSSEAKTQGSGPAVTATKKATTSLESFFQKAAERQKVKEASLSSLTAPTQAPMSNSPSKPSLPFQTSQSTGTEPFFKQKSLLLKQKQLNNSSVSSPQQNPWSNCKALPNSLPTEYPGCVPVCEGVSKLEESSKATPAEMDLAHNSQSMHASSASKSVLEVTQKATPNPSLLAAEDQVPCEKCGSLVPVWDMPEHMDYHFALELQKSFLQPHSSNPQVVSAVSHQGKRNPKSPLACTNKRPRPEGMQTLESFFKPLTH
#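 Fluorescent replication assay: 50 nM final substrate added after a 15 min room-temperature compound preincubation with 10 nM enzyme. Signal taken at 0 min and again at 10 min.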
# POLK inh – DNA polymerase kappa (human) inhibition | Q9UBT6 | purified Pol kappa, fluorescent DNA synthesis assay, 10 min | Potency, µM (highest dose often 107 µM), for the others: at the highest dose activity, negative = inhibition, hits mostly inhibitors | actives 0.53% (n = 400,000) | AID 588579; also: % is scaled to controls: 0 for no effect and ±100 for the full control effect
#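 Pol kappa 10 nM + cpd, 15 min RT; start w/ substrate 50 nM final; fluorescence kinetic read, 0 and 10 min. Neg ctrl: buffer, no enzyme.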
# APE1 inh – inhibitors of human APE1 endonuclease; P27695; recombinant APE1, TAMRA/BHQ-2 abasic DNA cleavage fluorescence; Potency, µM (doses to about 65.8 µM), without a hit: at the top dose activity change, negative = inhibition, most hits filed as inhibitors; actives 0.35% (n = 350,000); AID 2517;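 also: plate controls were vehicle for no effect and reference inhibitor for full effect; nearly all actives have a fitted effect of over 55% in size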
# Target sequence (P27695 whole entry, looked up): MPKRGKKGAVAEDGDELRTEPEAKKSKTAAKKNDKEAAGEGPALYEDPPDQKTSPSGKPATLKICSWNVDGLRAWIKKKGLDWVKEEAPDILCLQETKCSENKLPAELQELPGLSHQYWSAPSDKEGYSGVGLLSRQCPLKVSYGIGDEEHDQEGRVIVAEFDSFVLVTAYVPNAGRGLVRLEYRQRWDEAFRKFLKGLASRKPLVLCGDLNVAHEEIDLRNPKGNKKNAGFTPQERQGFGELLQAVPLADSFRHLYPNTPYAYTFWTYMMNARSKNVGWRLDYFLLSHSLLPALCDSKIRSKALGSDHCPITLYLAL
#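 Readout is kinetic fluorescence (ex 525, em 598 nm) from cleavage of 50 nM TAMRA/BHQ-2 THF abasic duplex by 0.75 nM APE1, compound added 15 min beforehand at RT.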
# JMJD2A Tudor inh – inhibitors of human JMJD2A Tudor domain; AlphaScreen JMJD2A-Tudor / H3K4me3 peptide binding; AID 504339; O75164; Potency, µM (highest dose often 114 µM), inactives show at the top dose activity change, negative = inhibition, actives largely listed as inhibitors; actives 4.4% (n = 390,000); also: % is scaled to controls: 0 for no effect and ±100 for the full control effect; nearly all actives have a fitted effect of over 50% in size
# Starred values were filed as active, the others as inactive; ? = inconclusive; nt = no result given; [ ] = another dose, or the depositor's remark. Calls follow the shape of the dose curve; as a rule, active = well fitted curve in the direction sought with a large enough effect; inconclusive = small, poorly fitted or top-dose-only effect, or another doubt; inactive = no such curve, though single readings can be large; an effect the other way counts as inactive or inconclusive. Potency is read from the fitted curve at half-maximal effect. A portion of the library. The share of hits here may be higher or lower than overall.
# Start of the data: the first 2 entries as a preview:
APE1 inh	G9a block	POLK inh	Pol iota inh	BAZ2B block	JMJD2A Tudor inh	BLM inh	Pol eta inh	Pol beta inh	compound
nt	6%[59 µM]	-9%	23%	1%	5%	-3%	-15%	-21%	COc1ccc(NC(=O)NCc2cccn2Cc2ccc(F)cc2)cc1OC
-4%	-2%[12.7 µM]	11%	4%	?	-6%	3%	-2%	9%	COc1ccc(NC(=O)CSc2n[nH]c(-c3ccco3)n2)cc1

# Main list, previewed entries included:
APE1 inh	G9a block	POLK inh	Pol iota inh	BAZ2B block	JMJD2A Tudor inh	BLM inh	Pol eta inh	Pol beta inh	compound
nt	6%[59 µM]	-9%	23%	1%	5%	-3%	-15%	-21%	COc1ccc(NC(=O)NCc2cccn2Cc2ccc(F)cc2)cc1OC
-4%	-2%[12.7 µM]	11%	4%	?	-6%	3%	-2%	9%	COc1ccc(NC(=O)CSc2n[nH]c(-c3ccco3)n2)cc1
nt	nt	-5%	18%	nt	-3%	nt	-14%	nt	CN(C)Cc1ccccc1CCc1ccccc1
7%	?	4%	56%[activator]	-27%	-10%	-4%	1%	1%	COc1cccc(C(=O)NCC(=O)N/N=C(C)\C=C\c2ccccc2)c1
nt	?	-1%	-1%	7%	1%	-3%	nt	-7%	Cn1c(=O)c2c(-c3cccc(Br)c3)n(C(C)(C)CO)cc2n(C)c1=O
44%[activator]	-4%	-4%	136%[activator]	-31%	2%	4%	-18%	1%	C=CCOc1ccc(CNCc2cccnc2)cc1
12%[12.4 µM]	2%[59 µM]	-6%	139%[activator]	12%	13µM*	-10%	-18%	2%	CN(C)S(=O)(=O)c1ccc(C(=O)NCC2CC2(Cl)Cl)cc1 (stereo not given)
13%	14%	-10%	71%[activator]	11%	-9%	-8%	-1%	25%	CCc1ccccc1NC(=O)c1cnn(-c2ccccc2)c1C
nt	8%[59 µM]	-5%[60.1 µM]	1%	0%	-7%	-10%	5%	19%	Cc1ccc(NC(=O)CSc2[nH]c(=O)ncc2C)cc1
2%	19%	0%	?	9%	3%	0%	-12%	-2%	COCCCNC(=O)C1CCN(c2nc(C)cc(C)n2)CC1
-1%	-35%	-11%	55%[activator]	6%	-2%[11.4 µM]	-4%	-13%	-12%	NC(=O)c1cc([N+](=O)[O-])ccc1NCc1cccnc1
9%	10%[0.501 µM]	-7%	19%	-3%	-13%	nt	-16%	nt	N#CC1(NC(=O)COC(=O)c2ccccc2[N+](=O)[O-])CCCCC1
nt	-39%[59 µM]	-11%	29%	-15%	-19%	-2%	-6%	-11%	O=C(Cn1c(=O)n(-c2cccc(Cl)c2)c(=O)c2sc3ccccc3c21)N1CCCC1
2%	?	-10%	0%	4%	-15%[11.4 µM]	-3%	-8%	17%	O=C(CN1CCN(C(=O)c2cccs2)CC1)Nc1ccc(Br)cc1
23%[12.4 µM]	205%[activator]	3%	-1%	413%[activator]	377%[activator]	1%[12.4 µM]	-23%	-20%	Cc1c(OCc2ccccc2)cccc1OCc1ccccc1
-7%	8%[12.7 µM]	5%[60.1 µM]	nt	nt	nt	-1%	nt	nt	O=c1c(-c2ccc(F)c(F)c2)nc2cncnc2n1Cc1ccccc1Cl
26%[12.4 µM]	3%[59 µM]	-6%	73%[activator]	1%	11%	0%	-18%	0%	COc1cc(NC(=O)CSc2nc3c(c(=O)n(C)c(=O)n3C)n2C)cc(OC)c1
-4%	1%	-6%	-3%	-7%	-16%	-1%	-13%	-6%	CCCN(CC(=O)Nc1ccc(Cl)cc1Cl)C(=O)/C=C/c1cccc([N+](=O)[O-])c1
3%	?	-30%	6%	4%	?	-13%	-10%	10%[57.1 µM]	O=C(Nc1ccc(Cl)cc1C(F)(F)F)C(Sc1nnc(-c2cccs2)o1)c1ccccc1 (stereo not given)
-6%	-3%	-13%	17%	-5%	-3%	2%	-15%	19%	Cc1cc(NCCCN2CCOCC2)n2c(nc3ccccc32)c1C#N
12%	0%[12.7 µM]	3%	20%	50µM*	-1%	-10%	-17%	14%	CCNC(=O)C1CC(=O)N(Cc2ccc3c(c2)OCO3)C(=Nc2ccc(OCC)cc2)S1 (stereo not given)
-12%	-2%[12.7 µM]	-12%	33%[activator]	-32%	-28%	-2%	-11%	-23%	CCOc1ccc2ccccc2c1C(=O)N1CCN(c2ccccc2)CC1
-1%	9%	-15%	115%[activator]	0%	-3%	-4%	-28%	-26%	CCCC(C)NC(=O)CSc1nnc(-c2c[nH]c3ccccc23)o1 (stereo not given)
0%	nt	-4%	?	3%	-9%	-3%	-15%	-5%	COC(=O)N1C(=O)[C@](c2ccc(OC)cc2)(C(C)C)N1C(=O)OC
?	-14%[59 µM]	-6%	-2%	-7%	-12%	0%	-8%	46%	O=C(NCCN1CCN(c2ccccc2)CC1)C1CCN(S(=O)(=O)c2cccc3nonc23)CC1
-6%	22%[0.0925 µM]	-25%	-15%	43%[activator]	5%	-11%	-4%	-7%	Cc1ccc(S(=O)(=O)N(Cc2ccccc2)Cc2ccco2)cc1
nt	nt	-12%	50%[activator]	nt	-26%	nt	-9%	nt	O=C(NC(=S)Nc1cccc(NC(=S)NC(=O)c2ccccc2)c1)c1ccccc1
-3%	5%	-15%	-18%	33%	10%	-7%	2%	4%	Cc1ccc(/C(N)=N/OC(=O)Cc2cccc3ccccc23)cc1
-10%	nt	2%	-5%	-3%	-22%	-11%	-17%	-2%	Cc1ccc(-c2nc(C(=O)NCC3CCCO3)cc3c2[nH]c2ccccc23)cc1 (stereo not given)
0%	8.9µM*	11%	-22%	8.9µM*	10µM*	3%	-12%	30%	COc1ccc(C(=O)/C=C/c2ccc(N3CCCCC3)c([N+](=O)[O-])c2)c(OC)c1
12%	3%[12.7 µM]	0%	19%	8%	-14%	-3%	-7%	8%	Cc1cc(N2CCCC2=O)c(N)cc1N
nt	?	-2%	12%	-36%	?	-9%	-11%	-1%	Cn1cc(S(=O)(=O)N2CCc3ccccc32)cc1C(=O)Nc1ccc(C(F)(F)F)cc1
17%	-14%[12.7 µM]	-10%	11%	-2%	-10%	nt	3%	nt	CN(CC(=O)Nc1ccc(F)cc1)C(=O)C1CCN(C(=O)Nc2ccccc2)CC1
6%	-26%	-17%	5%	-16%	-18%	-5%	-8%	2%	CCOC(=O)c1sc(NC(=O)C(C)Sc2nnc(N)s2)nc1C (stereo not given)
2%	-8%[59 µM]	-27%	8%	9%	-6%	-2%	-4%	39%	Cc1cc(C)c(NC(=O)COC(=O)/C=C/c2cccs2)c(C)c1
-8%	nt	-7%	-14%	nt	7%	nt	-12%	nt	NS(=O)(=O)c1cccc(NC(=O)CSc2nnc(C3CC3)n2-c2ccccc2)c1
5%	nt	-12%	18%	-14%	9%	-4%	-10%	6%	CCc1cc(C(=O)OC)c(NC(=O)CN2CCN(C(=O)c3ccco3)CC2)s1
-6%	?	-13%	-12%	-23%	-16%	-4%	-11%	-13%	CC1CCC(=NNC(=O)Cc2cccn2C)CC1 (stereo not given)
nt	-4%[59 µM]	-8%	-7%	2%	-13%	-1%	0%	0%	CC(=O)N1c2c(cc(Br)cc2S(=O)(=O)Nc2ccccc2C)CC1C (stereo not given)
-4%	-10%[2.33 µM]	-6%	39%[activator]	5%	-2%	nt	-10%	nt	Cc1ccc(NC(=O)CSCC(=O)Nc2nnc(C3CC3)s2)cc1
-1%	9%[59 µM]	-10%	37%[activator]	5%	-1%	-3%	-18%	11%	Cc1ccc(NC(=O)C(=O)N2CCCC2)cc1Cl
6%	-51%	-6%	-28%[58.9 µM]	-4%	-18%	1%	9%	7%	COC(=O)c1ccc(C2/C(=C(\O)c3ccc(OC)c(C)c3)C(=O)C(=O)N2c2cc(C)on2)cc1 (stereo not given)
-10%	-2%[0.501 µM]	-15%	-2%	-5%	-14%	nt	-1%	nt	CCOc1ccc(S(=O)(=O)N2CCN(C(=O)Cc3ccc(S(=O)(=O)N4CCOCC4)s3)CC2)cc1
-11%	19%	-9%	11%	0%	-11%	-1%	-25%	8%	Cc1cc(C)nc(Nc2ccc(O)cc2)n1
0%	18%	0%	30%[activator]	-10%	-1%[11.4 µM]	-6%	?	29%	COc1cc(CC(=O)O)c([N+](=O)[O-])cc1OC
-1%	-24%	-2%	3%	-5%	-7%	1%	6%	2%	CC(=O)N(Cc1ccccc1)c1ccc(C(=O)O)cc1
nt	-7%[59 µM]	0%	28%	-8%	0%	-9%	-10%	2%	CCOC(=O)c1ccccc1NC(=O)CCc1nc(-c2ccc(C)cc2)no1
-6%	?	-10%	13%	4%	-12%	nt	-3%	nt	CCN(CC)CCn1c2c(c(SCC(=O)Nc3cc(OC)cc(OC)c3)nc1=O)CCC2
3%	-6%	-3%	6%	-7%	?	-1%	-3%	-3%	CCOC(=O)c1nnc(-c2ccccc2)nc1Sc1ccccc1Cl
17%	?	-1%	25%	-5%	-8%	nt	-12%	nt	Cc1cc(C(=O)COc2ccc(F)cc2Br)c(C)n1C1CC1

# Quoted at random: three records from the list, in no set order.
APE1 inh	G9a block	POLK inh	Pol iota inh	BAZ2B block	JMJD2A Tudor inh	BLM inh	Pol eta inh	Pol beta inh	compound
-6%	?	-10%	13%	4%	-12%	nt	-3%	nt	CCN(CC)CCn1c2c(c(SCC(=O)Nc3cc(OC)cc(OC)c3)nc1=O)CCC2
6%	-51%	-6%	-28%[58.9 µM]	-4%	-18%	1%	9%	7%	COC(=O)c1ccc(C2/C(=C(\O)c3ccc(OC)c(C)c3)C(=O)C(=O)N2c2cc(C)on2)cc1 (stereo not given)
3%	-6%	-3%	6%	-7%	?	-1%	-3%	-3%	CCOC(=O)c1nnc(-c2ccccc2)nc1Sc1ccccc1Cl

# Following part.
APE1 inh	G9a block	POLK inh	Pol iota inh	BAZ2B block	JMJD2A Tudor inh	BLM inh	Pol eta inh	Pol beta inh	compound
-5%	4%	7%	-8%	4%	-14%	4%	-7%	0%	Cc1ccc(NC(=O)c2snc3ccc(Cl)cc23)cc1C
nt	nt	-11%	23%	nt	6%	nt	-8%	nt	OCCN1CCSC1=S
-1%	?	-8%	-12%	?	-9%	-5%	-7%	2%	CCOC(=O)c1c(-c2cccc(N)c2)cn2ccccc12
5%	9%[59 µM]	-5%	-5%	-5%	3%	3%	-13%	-13%	CCOc1ncccc1C(=O)NCc1cccc(OC)c1
0%	-2%	-8%	0%[58.9 µM]	-1%	0%	-2%	-25%	-19%	Cc1cc(NC(=O)c2cccc([N+](=O)[O-])c2)no1
19%	15%	-9%	-3%	3%	-14%	-1%	16%	5%	N=C1SCC(=O)N1c1ccccc1Cl

# Screens: PubChem, National Center for Advancing Translational Sciences (NCATS)
